# From PubChem
# Phagocytosis inh: inhibitors of macrophage phagocytosis, primary screen, imaging, J774A.1 cells, IgG beads; inhibition, % at 5 µM; actives 0.07% (n = 110,000); J774A.1 macrophage IgG-bead phagocytosis; AID 1029, 2008;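 active = inhibition above the mean of the plate negative controls plus 5 SD, cut at about 13% in these data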;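 note: phagocytic index as fraction of beads internalized from green versus red external bead signal; plate controls were DMSO negative control for no effect and cytochalasin-D positive control for full effect; some results beyond the cut were filed as inactive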
# Measles CPE: compounds protecting cells from measles virus cytopathic effect, primary screen, measles RdRp inhibitor project, single point, MLSMR library, absorbance | protection (pct of control), % at 4 µM | actives 1.5% (n = 140,000) | Measles virus-infected cells, CPE protection; in the data active = protection mostly above about 24%, no sharp cut-off; inactive = mostly below about 26%; note: some compounds called inactive have numbers as strong as hits
# GALR2 antag: GALR2 antagonists in receptor-expressing cells, primary screen | Galanin receptor type 2 (Homo sapiens), O43603 | antagonist mode | inhibition, % at 4 µM | actives 0.39% (n = 140,000) | AID 828, 2007; in the data active = inhibition above about 27%;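 note: cells stimulated with galanin 1-16 at roughly its EC80; 0% = agonist challenge control and 100% = basal control without agonist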
# Target sequence (O43603 whole entry, looked up): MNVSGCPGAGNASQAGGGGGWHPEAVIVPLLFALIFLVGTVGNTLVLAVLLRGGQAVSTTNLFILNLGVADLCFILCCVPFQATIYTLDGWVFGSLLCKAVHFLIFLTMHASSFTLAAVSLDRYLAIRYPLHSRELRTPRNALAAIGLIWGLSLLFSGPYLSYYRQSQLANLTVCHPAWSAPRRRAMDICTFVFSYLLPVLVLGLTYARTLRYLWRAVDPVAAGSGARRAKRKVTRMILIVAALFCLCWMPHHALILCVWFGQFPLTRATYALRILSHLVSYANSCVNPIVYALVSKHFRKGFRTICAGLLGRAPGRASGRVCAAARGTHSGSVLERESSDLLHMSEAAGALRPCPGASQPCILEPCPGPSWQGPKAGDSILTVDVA
# BB579 growth dn: growth inhibitors of yeast BB579 in restrictive medium, primary screen, yeast lifespan-shortening project, S. cerevisiae; OD615, 48 h; inhibition, % at 10 µM; actives 0.51% (n = 140,000);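 active = inhibition above a set limit, 3 SD over the mean compound inhibition, cut at about 44% in these data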; note: inactives centre near -24
#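 Detection: OD615 turbidity measurement; Material: Saccharomyces cerevisiae DeaD strain BB579, replicative lifespan model yeast; Timing: 48 h exposure, 30 °C; Doses: single 10 µM dose; Medium: CSMM-D restrictive synthetic medium containing dextrose (glucose); Controls: amphotericin B at 10 µg/mL as positive control.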
# E-sel TNF inh: E-selectin induction blockers in HUVEC – imaging, immunofluorescence, high content, primary screen; inhibition, % at 2 µM; HUVEC TNFa-induced E-selectin immunofluorescence; actives 0.71% (n = 120,000); AID 1246, 2008;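 active = inhibition above the batch mean plus 3 SD, and confirmed as a hit on visual image review, cut at about 43% in these data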;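 note: 0% = TNF-stimulated DMSO wells and 100% = unstimulated control wells; not every result past the cut was called active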
# Yeast life ext: compounds extending yeast replicative lifespan, primary screen, S. cerevisiae, OD615; S. cerevisiae growth with nicotinamide; deaD strain in restrictive glucose medium; actives 0.68% (n = 130,000); inhibition of the nicotinamide effect, % at 10 µM;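 active = inhibition above a set limit, placed 3 SD over the median of all compounds, cut at about 26% in these data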;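 note: 0% = nicotinamide-treated wells and 100% = cells grown without nicotinamide; some compounds called inactive have numbers as strong as hits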
#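 Buffer or medium: CSMM-D glucose medium, restrictive; test system: modified budding yeast, DeaD strain; compound: single dose 10 µM compound, 0.25% DMSO; schedule: culture preincubation 4 h, compound exposure 48 h, both 30 °C; detection: optical density (absorbance) at 615 nm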
# NPY Y2 blocker: NPY-Y2 receptor antagonists, primary screen, cell-based | Neuropeptide Y receptor type 2 (Homo sapiens), P49146 | NPY-Y2 expressing cells, antagonist mode | inhibition, % at 2.7 µM | actives 0.99% (n = 140,000) | AID 793, 2007; in the data active = inhibition above about 17%;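 note: 0% = vehicle with agonist challenge and 100% = reference antagonist with challenge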
# Target sequence (P49146 whole entry, looked up): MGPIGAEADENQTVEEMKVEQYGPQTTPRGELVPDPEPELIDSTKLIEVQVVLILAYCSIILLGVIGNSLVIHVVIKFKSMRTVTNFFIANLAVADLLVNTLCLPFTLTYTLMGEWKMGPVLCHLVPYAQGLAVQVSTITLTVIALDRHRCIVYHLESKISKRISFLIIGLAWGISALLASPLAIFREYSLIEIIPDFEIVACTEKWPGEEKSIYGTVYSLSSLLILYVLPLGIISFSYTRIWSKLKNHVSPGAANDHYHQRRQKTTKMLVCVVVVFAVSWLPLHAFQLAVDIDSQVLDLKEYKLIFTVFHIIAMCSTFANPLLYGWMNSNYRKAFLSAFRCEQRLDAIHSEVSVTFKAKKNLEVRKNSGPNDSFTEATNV
# PTEN del growth: growth suppression of PTEN-null HCT116, primary screen, cell-based, CellTiter-Glo; HCT116 PTEN-null viability, 60 h; stronger effect = lower value; viability, % at 10 µM; actives 1.2% (n = 140,000); AID 827, 2007;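 active = viability at or below a set limit, 4 SD under the median of all tested compounds, cut at about 3.7% in these data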;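 note: PTEN knockout HCT116 line with beta catenin targeted HCT116 as companion control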
# MRP1 act: H69AR viability gain despite doxorubicin, primary screen, MRP-1 activator project, H69AR cells, CellTiter-Glo | actives 0.61% (n = 140,000) | viability increase, % at 10 µM | viability rescue;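 active = viability gain under doxorubicin at or above a set limit, the compound median plus 3 SD, cut at about 4.7% in these data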;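 note: MRP-1 overexpressing cells given doxorubicin 25 µM after compound pretreatment; 18-22 h compound pretreatment then 72 h with doxorubicin before readout; 0% = doxorubicin-only wells and 100% = vehicle-treated cells without doxorubicin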
# bCat KO growth: primary screen for growth suppressors in beta-catenin knockout HCT116 cells (colon tumor, human). HCT116 beta-catenin knockout viability, CellTiter-Glo, 60 h; stronger effect = lower value. viability, % at 10 µM. actives 1.5% (n = 140,000);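 active = viability at or under a set limit, the compound median less 4 SD, cut at about 6% in these data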;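 note: 0% = Hyamine 1622 control at 20 µM and 100% = untreated cell control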
# * = called active by the depositor; . = not tested or not shown.
SMILES,Phagocytosis inh,Measles CPE,GALR2 antag,BB579 growth dn,E-sel TNF inh,Yeast life ext,NPY Y2 blocker,PTEN del growth,MRP1 act,bCat KO growth
COc1cccc(CNC(=O)C2CCN(S(=O)(=O)c3cccs3)CC2)c1,.,11,-4,-13,10,6,0,109,-1.3,100
CCc1ccc(C(=O)COC(=O)CNC(=O)c2ccco2)cc1,0,6,-3,-5,.,-15,2,99,-0.5,96
O=C(O)c1cc(NCc2ccccc2C(F)(F)F)ccc1N1CCOCC1,-1,5,4,-35,-29,-30,2,85,-2.3,81
COc1ccc(OCC(O)CN2CCN(c3ncccn3)CC2)cc1 (centres undefined),12,5,-4,-1,.,6,2,92,-2.2,94
Cc1cc(N2CCOCC2)nc(-c2ccc(Br)cc2)n1,-11,16,2,-9,16,-6,2,86,-0.6,82
COc1ccc(-n2nnc3c(=O)n(CC(=O)N4CCCC4)cnc32)cc1,-2,18,-15,7,.,-1,0,91,-2.2,93
COc1ccc(CNC(=O)C2CSC(=O)C2)cc1 (centres undefined),.,4,2,-48,.,.,3,94,-5.9,75
CCOC(=O)c1ccc(NC2=CC(=O)C(=O)c3ccccc32)cc1,3,37,8,-40,2,-23,0,8,-5.5,1.4*
CCCOc1ccc(C(=O)CCC(=O)OCC(=O)N2CC(=O)Nc3ccccc32)cc1,-1,12,-9,-22,-12,-7,-2,112,0.4,97
CNS(=O)(=O)c1cc(NC(C)=O)c(C)cc1C,0,8,9,-13,32,2,1,107,-1.0,92
CCn1c(O)c(C=Nc2ccccc2)n(-c2ccccc2)c1=S,3,11,-3,-19,-6,1,2,49,-1.3,64
Cc1nnc(SCC(=O)Nc2ccc(S(=O)(=O)N3CCCCC3)cc2)s1,0,7,-3,-16,-18,-11,0,99,-2.4,92
CC(NC(=O)c1cccnc1)C(=O)N1CCCCC1 (centres undefined),-2,4,12,-19,-27,-6,2,83,-0.9,81
CC(C)(C)n1nnnc1C(c1ccc(Cl)cc1)N(Cc1cccnc1)Cc1ccco1 (centres undefined),.,3,0,-12,7,.,28*,58,-4.8,54
COC(=O)c1sccc1-n1cccc1C(=O)C(=O)N1CC(C)OC(C)C1 (centres undefined),0,8,12,29,-4,-4,-1,90,-2.1,87
CCOC(=O)COc1ccc(CCNC(C)=O)cc1,-1,7,0,-27,0,-5,1,95,-1.5,96
Cc1ccc(C)c(-n2c(Cc3cccs3)n[nH]c2=S)c1,-10,15,5,-2,12,-1,3,94,-1.1,99
CCN(CC)CCN1C(=O)C(=O)/C(=C(/O)c2ccc(F)cc2)C1c1cccnc1 (centres undefined),-9,12,7,-31,42,1,1,98,1.4,96
Cc1cc(C)n(CC(O)Cn2cnc3c2c(=O)n(C)c(=O)n3C)n1 (centres undefined),.,4,-9,-42,-21,.,1,93,-0.3,84
CCN(CC)C(=O)N1CCC(NC(=O)Cc2ccccc2)CC1,0,10,3,-15,.,-4,0,101,-1.7,98

# Looked up by structure from the entries so far:
SMILES,Phagocytosis inh,Measles CPE,GALR2 antag,BB579 growth dn,E-sel TNF inh,Yeast life ext,NPY Y2 blocker,PTEN del growth,MRP1 act,bCat KO growth
Cc1ccc(C)c(-n2c(Cc3cccs3)n[nH]c2=S)c1,-10,15,5,-2,12,-1,3,94,-1.1,99
COc1ccc(OCC(O)CN2CCN(c3ncccn3)CC2)cc1 (centres undefined),12,5,-4,-1,.,6,2,92,-2.2,94
CCc1ccc(C(=O)COC(=O)CNC(=O)c2ccco2)cc1,0,6,-3,-5,.,-15,2,99,-0.5,96
COc1ccc(-n2nnc3c(=O)n(CC(=O)N4CCCC4)cnc32)cc1,-2,18,-15,7,.,-1,0,91,-2.2,93

# Following part:
SMILES,Phagocytosis inh,Measles CPE,GALR2 antag,BB579 growth dn,E-sel TNF inh,Yeast life ext,NPY Y2 blocker,PTEN del growth,MRP1 act,bCat KO growth
c1ccc(Cn2c(-c3cncs3)nc3ccccc32)cc1,.,5,-2,14,5,-14,7,79,-2.6,88
Cc1ccc(CCNC(=O)CCNS(=O)(=O)c2ccc3c(c2)oc(=O)n3C)cc1,0,6,6,-50,.,-9,3,83,0.9,82
C=CCNC(=O)c1onc(CSc2ccccc2)c1C(=O)O,.,4,8,-27,-6,-5,11,96,-0.7,97
CS(=O)(=O)N(Cc1ccc(C(=O)NC2CCCCC2O)cc1)c1ccccc1 (centres undefined),0,33,-2,-2,39,-13,3,102,-1.8,101
Fc1ccc(-n2cnnn2)c(F)c1,0,18,-4,-37,.,5,0,100,0.9,99
CCOc1ccc(-n2nnnc2SCC(=O)N2CCOCC2)cc1,.,9,4,-11,-1,.,1,91,-2.3,91
CCOc1ccccc1OCC(=O)OCC(=O)Nc1ncc(Cl)cc1Cl,0,9,2,-30,14,-8,-1,92,-3.0,95
CCCN(CCC)C(=O)CC(c1ccccc1)c1ccc(C)cc1O (centres undefined),0,26,-11,-19,-1,-3,4,72,-1.8,75
Cc1[nH]nc2ncc(C(=O)c3cc(F)ccc3O)cc12,0,5,2,-15,25,-23,0,74,-3.9,88
C/C(Cn1cnc([N+](=O)[O-])n1)=N\NC(=O)c1ccccc1,.,18,-1,-13,16,.,-3,97,-1.1,92
COc1ccc(-n2cnnc2SCC(=O)Nc2cc(C(C)(C)C)nn2-c2ccccc2)cc1,-1,6,2,4,-4,-2,2,86,-0.9,87
COCCCNC(=S)N1CCN(C(=O)c2ccco2)CC1,-10,4,-1,4,-15,7,2,92,-0.5,97
O=[N+]([O-])c1cc(Br)c(O)c(/C=N/Nc2nnnn2-c2cccc3ccccc23)c1,0,16,-12,15,19,-13,3,85,-1.1,81
COCCNC(=O)c1onc(CSc2ccccc2F)c1C(=O)O,0,9,4,-5,-18,-5,4,98,-0.7,100
O=C(Cc1c(O)c2ccccc2[nH]c1=O)NCc1cccc(F)c1,0,20,12,-36,-7,-21,1,94,-1.3,95
CCNC(=S)Nc1ccc(C)c(Cl)c1,-1,11,-18,9,.,-5,0,96,-0.8,89
CCOCCOCCC(C(=O)O)P(=O)(c1ccccc1)c1ccccc1 (centres undefined),0,17,-7,-18,-2,-8,3,107,-1.6,100
CC(/C=C/c1ccccc1)=N\NC(=O)Cn1nc(C)cc1C,13,3,4,-2,.,3,-1,91,-2.1,94
CC1(C)Cc2nc3sc4c(SCC(=O)NCc5ccccc5)ncnc4c3cc2CO1,4,2,0,-42,-19,-10,3,.,-1.7,12
COc1cc(OC)cc(C(=O)O/N=C(\N)c2ccncc2)c1,.,23,-1,-31,13,-2,-1,97,0.7,89
CCCOC(=O)Nc1cccc(C(C)=O)c1,.,5,-5,10,1,.,-3,91,-2.4,96
COCC(=O)NCc1nc2ccccc2[nH]1,-1,16,6,-17,-13,-6,0,103,-0.9,99
COc1cccc(-c2[nH]nc3c2C(c2ccoc2)C(C#N)=C(N)O3)c1 (centres undefined),-2,31,-9,-1,23,-5,6,97,1.2,97
CC(=O)OCCN(CCOC(C)=O)c1c(C)[nH]c(=O)[nH]c1=O,1,21,-6,-38,.,6,-1,95,-1.7,91
CCOC(=O)c1cnn(-c2nc(-c3ccccc3)nc3c2COC(C)(C)C3)c1N,0,3,10,-42,-13,-7,7,73,-2.3,78
CCOC(=O)N1CCC(NC(=O)c2cc(C(=O)Nc3ccc(OCC)cc3)ccc2CO)CC1,-1,3,1,-35,.,-4,-1,82,-3.8,81
COC(=O)CSc1nnc(-c2ccc(S(=O)(=O)NCc3ccccc3Cl)cc2)o1,-1,15,-6,-29,12,-6,0,97,0.6,100
COc1ccc2c(c1)c(C(=O)N/N=C/c1ccc(OC)c(OC)c1)c(C)n2C,.,17,18,-21,.,-1,2,76,-2.1,88
CN1C[N+]([O-])=C(c2ccccc2)C1(C)C,-1,8,-4,-47,.,-7,1,92,-0.4,92
O=C(Cc1c(F)cccc1Cl)N1CCCC1,-5,7,3,-8,5,-8,4,95,-1.7,89
CC1CCCCN1C(=O)C12CCC(C)(/C(=N/O)C1)C2(C)C (centres undefined),1,5,-4,-17,.,1,0,97,-2.2,88
Cc1ccccc1N(C(=O)Cc1cccs1)C(C(=O)NCC1CCCO1)c1cccnc1 (centres undefined),.,1,-6,-33,0,-12,0,84,-3.5,92
N=C1/C(=C/c2cccn2Cc2ccc(Cl)cc2)C(=O)N=C2SC=CN12,-2,15,7,-44,.,2,7,62,-0.2,55
O=C(N/N=C/c1ccccc1OC(=O)c1ccc2c(c1)OCO2)c1cccc(F)c1,-5,12,-2,-72,18,8,17,3.4*,4.1,5.0*
CCN1N=C(c2cc(Cl)sc2Cl)CSC1=O,.,8,14,-32,3,.,0,70,-2.8,82
CCCOc1ccc2c(C)c(CC(=O)OC)c(=O)oc2c1,1,10,-2,-28,14,-13,3,73,3.3,91
O=C(CCCc1nc(-c2ccccc2)no1)N1CCOCC1,2,22,-3,-8,-30,-12,0,105,0.3,116
CN1c2ccccc2C(C)(C)C12CCCC(=O)N2 (centres undefined),-1,25,-3,3,.,0,2,101,-2.1,100
O=C1COc2ccc(C(=O)c3ccccc3C(=O)NCc3ccccc3)cc2N1,-1,22*,-12,-69,.,-1,1,94,-0.2,90
COC(=O)c1nn(-c2ccccc2)c(Sc2ccc(Br)cc2)c1/C=N/O,0,19,-6,-22,42,-18,4,87,-4.8,83
COc1ccc(C(C(=O)NC2CCCCC2)N(Cc2ccco2)C(=O)CNC(=O)c2ccco2)cc1 (centres undefined),.,2,-7,-34,-1,.,3,39,-3.6,77
O=C(CSc1nc(-c2ccc(F)cc2)cc(C(F)(F)F)n1)NCCN1CCOCC1,.,13,11,-31,-13,.,0,88,-1.4,83
O=C(Nc1ccc(Cl)cn1)Nc1cccs1,0,23,9,-57,.,-19,-2,84,-1.2,79
CCCCOC(=O)Nc1ccc(C(N)=O)cc1,0,6,-8,-26,-2,-5,3,93,-2.1,108
COC(=O)c1sc(-c2ccccc2)cc1NC(=O)c1ccc(OC)cc1,-4,2,3,-28,3,-3,1,6,-4.8,3.1*
CCn1c(SC(C)C)nnc1-c1cc(-c2ccccc2)sc1N,.,33,3,15,-36,.,4,51,-2.0,46
CC(=O)Nc1ccc(C(=O)OCC(=O)N(Cc2ccccc2)C(C)(C)C)cc1,-1,9,-2,-14,9,54*,1,115,-0.5,97
CC(C)(C)C(=O)COC(=O)c1ccc(O)cc1,.,55*,2,-13,-43,-5,-1,98,-2.7,91
O=C(NCCN1C(=O)S/C(=C\c2ccc(Cl)c(Cl)c2)C1=O)c1cnccn1,-2,6,-4,-26,8,-2,1,97,-0.5,85
O=C(NC1CCCCC1)C1CCN(C(=O)NCc2ccccc2)CC1,-1,6,0,-31,-85,0,-1,97,-1.5,96
